Screening data deposited in PubChem BioAssay by Sanford-Burnham Center for Chemical Genomics.
H9c2 TAG inh: triacylglycerol accumulation inhibition. inhibition, % at 12.5 µM. 0.66% of 230,000 active. AID 651582. H9c2 cells, Nile Red lipid (TAG) fluorescence; cells loaded with 200 µM oleic acid;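 active = pattern-corrected inhibition of lipid staining of at least 50% with the nuclear-stain viability signal not falling by more than 50%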;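 note: 0% = DMSO wells and 100% = triacsin C control wells; some results filed as inactive read as strong as hits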
H9c2 TAG inh DAPI viability: second read-out of H9c2 TAG inh, no call of its own (marks repeat the call); DAPI nuclei signal change (viability), lower = more cytotoxic, %;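 whole-well DAPI fluorescence read on a plate reader as a viability signal; minus 50 percent equals half of cells still viable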
* hit, by the source's call. Some of the compounds tested, so the mix of outcomes need not match the whole.

Below each SMILES: H9c2 TAG inh DAPI viability, H9c2 TAG inh
COc1cccc(C(=O)N/N=C/c2ccc(OC)c(COc3ccccc3C(N)=O)c2)c1
→ 6.6, 5.2
Cc1ccccc1C(=O)NCC(=O)Nc1ccccc1C(F)(F)F
→ 5.9, -1.8
CCOC(=O)c1c(NC(=O)Cn2nnc3ccccc32)sc2c1CCC(C)C2 (stereo not given)
→ -14.5, 20.8
Cc1ccc(-n2nnnc2SCC(=O)Nc2ccc3c(c2)COC3=O)cc1C
→ -1.5, 13.1
O=C(CCC(=O)N1CCN(S(=O)(=O)c2ccc([N+](=O)[O-])cc2)CC1)N1CCOCC1
→ -0.7, -10.4
CSc1ccccc1-n1nnnc1SCC(=O)Nc1cc(C)ccc1C
→ 5.3, 10.5
COc1ccc(CN2C(=O)Cc3c2nc(N)c2c(N)nc(N4CCOCC4)c(C#N)c32)cc1
→ -2.9, 8.6
CNC(=O)COC(=O)c1ccc(NS(=O)(=O)c2ccc3c(c2)OCCO3)cc1
→ 5.7, -2.0
Cc1ccccc1N1CC(C(=O)Nc2nnc(SCc3cccnc3)s2)CC1=O (stereo not given)
→ 4.4, 13.5
Cn1c(C(C#N)C(=O)Cc2cccc3ccccc23)nc2ccccc21 (stereo not given)
→ -3.8, 12.4
O=C(/C=C/c1ccccc1)NC(=O)c1ccccc1O
→ -1.4, -0.7
CC(C)N(Cc1ccccc1)C(=O)COC(=O)c1cc[n+]([O-])cc1
→ 2.7, 2.6
Cc1ccc(N(CC(=O)O)S(C)(=O)=O)cc1Cl
→ -2.8, 1.3
Cc1ccc(C(CNS(=O)(=O)c2ccc(F)cc2)N2CCN(C)CC2)cc1 (stereo not given)
→ 7.9, -4.1
CSc1ccc(CNCCCSc2ncccn2)cc1
→ 4.0, -1.4
Cc1cc(=O)[nH]c(SCC(=O)N(CCC#N)c2ccccc2)c1C#N
→ 5.9, 5.4
C=CCN1C(=O)c2ccc(C(=O)N(C)CC(=O)Nc3ccccc3Br)cc2C1=O
→ 5.9, -23.6
FC(F)(F)c1cccc(N2CCN(C(=S)NCC3CCCO3)CC2)c1 (stereo not given)
→ 5.7, -20.7
CCN(CC)S(=O)(=O)c1ccc2c3c(cccc13)C(=O)N2
→ 1.9, -7.6
COc1cc(C(C)=O)ccc1OCc1cc(C(=O)N2CCSCC2)no1
→ 2.0, 10.5
C/C=C/C=C\C(=O)Nc1cccc(C2=NOC3(C2)C[C@@H](C(N)=O)N(C(=O)/C(C)=C/C)C3)c1 (stereo not given in full)
→ 2.9, -7.6
Cc1ccc(C(=O)NNC(=O)COC(=O)COc2ccccc2C#N)cc1
→ -2.9, -6.9
O=C(Nc1ccccc1)c1ccccc1NC(=O)c1ccccc1C(=O)O
→ -1.6, -7.4
COC(=O)c1ccc(Cl)c(NC(=O)c2cccc([N+](=O)[O-])c2C)c1
→ -7.2, -1.1
CCC(=O)NC(c1cccs1)c1cc([N+](=O)[O-])c2cccnc2c1OC (stereo not given)
→ 5.8, -1.1
O=[N+]([O-])c1cc(S(=O)(=O)C(F)(F)F)ccc1Sc1nc2ccccc2[nH]1
→ -29.2, 38.1
CC1=CC(C2CC(=O)N(c3ccc(C)cc3)C2=O)CC2C(=O)N(c3ccc(C)cc3)C(=O)C12 (stereo not given)
→ -1.9, -0.1
CSc1nc(N)c(C(=O)N(c2ccccc2)c2ccccc2)s1
→ -6.7, -12.3
CCC(C)NC(=O)c1ccccc1SC (stereo not given)
→ 0.9, 1.3
CCOC(=O)c1ccc(NC(=O)c2nc[nH]c2C(=O)N[C@H](C)c2ccccc2)cc1
→ 4.6, -5.1
CC(NC(=O)COC(=O)c1ccc(CO)cc1)C1CC2CCC1C2 (stereo not given)
→ 66.5, 26.4
O=C(CSc1ncnc2sc3c(c12)CCC3)NCC1CCCO1 (stereo not given)
→ -3.5, -6.2
Cc1ccc(S(=O)(=O)N2CCN(C(=O)COC(=O)COc3ccc(Cl)cc3C)CC2)c(C)c1
→ 6.4, -12.4
Cc1oc(-c2ccccc2)cc1C(=O)Nc1cccc2ccccc12
→ -5.3, 7.0
COc1ccc(CCNC(=O)C(=O)NCC2OCCN2S(=O)(=O)c2ccc3c(c2)OCCO3)cc1OC (stereo not given)
→ 7.5, 7.6
O=C(C=Cc1ccccc1)c1cccs1
→ -3.7, 7.2
CCN(CC)c1ccc(/C=N/O)cc1
→ -3.9, -4.1
COc1ccccc1C(=O)NCCC(=O)NN1C(=O)NC2(CCCCC2)C1=O
→ 7.6, -17.0
CCc1ccc(S(=O)(=O)NCc2csc(-c3ccccc3)n2)s1
→ -8.3, 6.7
CCN(CC)c1ccc(/C=N/NC(=S)NC)c(O)c1
→ 13.8, 15.6

Part of the list above in order of molecular weight, low to high.
Below each SMILES: H9c2 TAG inh DAPI viability, H9c2 TAG inh
CCC(=O)NC(c1cccs1)c1cc([N+](=O)[O-])c2cccnc2c1OC (stereo not given)
→ 5.8, -1.1
COc1ccccc1C(=O)NCCC(=O)NN1C(=O)NC2(CCCCC2)C1=O
→ 7.6, -17.0
O=[N+]([O-])c1cc(S(=O)(=O)C(F)(F)F)ccc1Sc1nc2ccccc2[nH]1
→ -29.2, 38.1
Cc1ccc(S(=O)(=O)N2CCN(C(=O)COC(=O)COc3ccc(Cl)cc3C)CC2)c(C)c1
→ 6.4, -12.4
COc1ccc(CCNC(=O)C(=O)NCC2OCCN2S(=O)(=O)c2ccc3c(c2)OCCO3)cc1OC (stereo not given)
→ 7.5, 7.6

Next records
Below each SMILES: H9c2 TAG inh DAPI viability, H9c2 TAG inh
COC(=O)c1ccc(NC(=O)Cn2nc(C)cc2C)cc1
→ 4.5, 3.2
O=C1CCc2cc(S(=O)(=O)N3CCC(C(=O)NCc4ccccc4Cl)CC3)ccc2N1
→ -6.1, -10.2
O=C(O)c1ccc(Oc2c(C(F)(F)F)oc3cc(O)ccc3c2=O)cc1
→ -4.2, 8.8
Cc1ccc(C(=O)NNC(=O)c2ccncc2)cc1S(=O)(=O)N1CCCCC1
→ -0.2, 7.3
CC1(C)CC(Nc2ccc(C(F)(F)F)cc2[N+](=O)[O-])CC(C)(C)N1
→ -9.3, 23.0
O=C(Cc1ccc(-n2cccc2)cc1)NCc1cccs1
→ -18.0, 33.9
O=C(COC(=O)CCS(=O)(=O)c1ccc(Cl)cc1)NC1CCCCC1
→ -7.1, 12.2
O=C(CCNS(=O)(=O)c1ccccc1C(F)(F)F)NCCCN1CCOCC1
→ -4.6, -26.6
Cc1cc(C)n(-c2nc(SCC(=O)N3CCCC3)c3c4c(sc3n2)CCCC4)n1
→ 1.5, 2.9
COc1ccc(C(=O)COC(=O)c2nc3nccc(C)n3n2)cc1F
→ -1.4, 3.1
O=C(NC1=C(NC2CCS(=O)(=O)C2)C(=O)c2ccccc2C1=O)c1ccccc1 (stereo not given)
→ -21.2, 42.0
Cn1c(SCC(=O)NCC2CCCO2)ncc(C(=O)Nc2ccccc2)c1=O (stereo not given)
→ 5.1, 2.1
CCOc1ccc(-c2csc3ncn(-c4ccc(OC)cc4)c(=O)c23)cc1
→ 0.3, 3.3
Cc1ccc2cc(C#N)c(N3CCCC3)nc2c1C
→ 10.1, 17.4
O=C(NC(c1ccc(F)cc1)c1ccc2ccccc2n1)C1CCN(Cc2cccc(C(F)(F)F)c2)CC1 (stereo not given)
→ -0.9, -0.1
Cc1ccc(NC(=O)CSc2ncc3ccccn23)cc1
→ -0.3, 6.5
Cc1cccc(NC(=S)Nc2ccccn2)c1
→ -0.9, 4.3
Cc1cccc2cc(C3CC(c4ccco4)=NN3S(C)(=O)=O)c(Cl)nc12 (stereo not given)
→ -4.0, -5.8
CCN(CC)S(=O)(=O)c1ccc(Oc2ccccc2OC)cc1
→ 0.2, -8.4
CC(CC(=O)c1ccccc1)=NCCCN=C(C)CC(=O)c1ccccc1
→ -7.0, -3.3
Cc1cc(-n2c(C)cc(C(=O)COc3ccc(F)c(F)c3)c2C)no1
→ 4.1, -24.4
CN1CCN(c2ccc(S(=O)(=O)N3CCCCC3)cc2NC(=O)CCc2ccccc2)CC1
→ 11.1, -5.5
Cc1ccc(NC(=O)C2CC2c2ccccc2)cc1 (stereo not given)
→ -0.6, -18.3
O=c1c2ccccc2nc(-c2ccccc2)n1CCCn1ccnc1
→ 11.4, -44.6
COc1ccc(OC)c(NC(=O)CN(c2ccc(C(C)C)cc2)S(=O)(=O)c2c(C)noc2C)c1
→ 3.9, 15.1
CCCCNCC(=O)Nc1ccc(NC(=O)CNCCCC)cc1
→ 0.6, 18.2
O=C(COc1ccccc1Cl)Nc1ccc(N2CCCC2)cc1
→ -3.6, 7.0
CC1CCCC(NC(=O)c2ccc(F)c(S(=O)(=O)N3CCOCC3)c2)C1C (stereo not given)
→ -11.5, 5.4
COc1cccc(CN(C)C(=O)C2CCN(S(=O)(=O)c3cccs3)CC2)c1OC
→ -5.2, -9.9
Cc1nc2ccc(C(=O)NCCc3c[nH]c4ccccc34)cn2c1N(C)C(=O)CCc1ccccc1
→ -7.7, 4.3
C[C@H]1CN([C@@H](C)CO)C(=O)c2cc(-c3cccc(C#N)c3)cnc2O[C@H]1CN(C)C(=O)c1ccccn1
→ -3.1, 2.7
CCCCNC(=S)NNC(=O)c1cc(C2CC2)nc2ccccc12
→ 1.2, 2.5
O=C(c1ccc(Cl)cc1)c1c[nH]cc1-c1ccccc1
→ -1.9, -33.4
CCOc1cc(/C=N/NC(=O)c2ccccc2-n2cccc2)ccc1O
→ -1.0, -4.3
CCOc1ccc(C(=O)COC(=O)c2nn(CC)c(=O)c3ccccc23)cc1
→ -9.9, -7.7
O=C(O)c1ccc(CSCc2ccccc2)o1
→ -4.0, 13.0
COC(=O)c1cn(-c2ccccc2)nc1-c1ccncc1
→ 1.4, -11.1
Cc1ccc2c(CC(=O)OCc3csc(C)n3)coc2c1
→ 7.9, -16.5
Cc1ccc(CN2CC[C@H]3C=CCc4cccc(c43)C2)cc1
→ 14.0, -46.1
Cc1cc(C)nc(NS(=O)(=O)c2ccc(NC(=O)c3ccccc3[N+](=O)[O-])cc2)n1
→ -8.0, 15.6

Reprinted from the part before: seven compounds, followed by the next part.
Below each SMILES: H9c2 TAG inh DAPI viability, H9c2 TAG inh
CCOc1cc(/C=N/NC(=O)c2ccccc2-n2cccc2)ccc1O
→ -1.0, -4.3
CCOc1ccc(C(=O)COC(=O)c2nn(CC)c(=O)c3ccccc23)cc1
→ -9.9, -7.7
O=C(O)c1ccc(CSCc2ccccc2)o1
→ -4.0, 13.0
COC(=O)c1cn(-c2ccccc2)nc1-c1ccncc1
→ 1.4, -11.1
Cc1ccc2c(CC(=O)OCc3csc(C)n3)coc2c1
→ 7.9, -16.5
Cc1ccc(CN2CC[C@H]3C=CCc4cccc(c43)C2)cc1
→ 14.0, -46.1
Cc1cc(C)nc(NS(=O)(=O)c2ccc(NC(=O)c3ccccc3[N+](=O)[O-])cc2)n1
→ -8.0, 15.6
CCOC(=O)c1ccc(CSc2nnc(N)s2)cc1
→ 8.1, -18.9
Cc1sc2nc(CN3CCOCC3)nc(Oc3ccc(NC(=O)c4ccco4)cc3)c2c1C
→ -1.5, 28.7
CC(C)C(=O)NC(c1ccc(N(C)C)cc1)c1c(O)ccc2ccccc12 (stereo not given)
→ -2.6, -20.9
CCN(CC)S(=O)(=O)c1ccc(NC(=O)c2ccc(N3CCCC3=O)cc2)cc1
→ 9.8, -1.9
COc1ccc(-c2noc(C)c2-c2ccc3ccccc3n2)c(O)c1
→ -2.0, 0.3
COc1ccccc1C(CNC(=O)CNC(=O)c1ccc(C)c(C)c1)N1CCCC1 (stereo not given)
→ -0.1, 8.8
Cc1cc(=O)n2c(C(=O)Nc3ccc(C)c(C)c3)c(C(=O)Nc3ccccc3)sc2n1
→ -2.7, -1.0
Cc1cc2oc(=O)ccc2cc1[N+](=O)[O-]
→ 12.9, 13.9
C/C(=N\NC(=O)COc1cccc(Br)c1)c1ccc2c(c1)OCCO2
→ -1.5, -14.6
CCOC(=O)CC1COCCN1C(=O)c1cc(COc2ccccc2SC)on1 (stereo not given)
→ -4.9, -1.5

Brought forward from above: two entries; new compounds follow.
Below each SMILES: H9c2 TAG inh DAPI viability, H9c2 TAG inh
C/C(=N\NC(=O)COc1cccc(Br)c1)c1ccc2c(c1)OCCO2
→ -1.5, -14.6
CCOC(=O)CC1COCCN1C(=O)c1cc(COc2ccccc2SC)on1 (stereo not given)
→ -4.9, -1.5
O=C(CSc1ccc(-c2ccncc2)nn1)N1CCCC1
→ 10.8, -8.2
O=C(COc1ccc(Cl)cc1)NCc1cn2cc(Cl)ccc2n1
→ -10.4, 12.3
C[C@H](CO)N1C[C@H](C)[C@@H](CN(C)S(=O)(=O)c2ccccc2)Oc2c(NC(=O)C3CC3)cccc2C1=O
→ -2.7, -7.1
CCOC(=O)/C=c1/s/c(=C/c2ccc3cc(OC)ccc3c2)c(=O)n1CC(=O)NCc1ccc2c(c1)OCO2
→ 2.1, 10.8
Cc1ccc(C2=C(c3ccc([N+](=O)[O-])cc3)C(=O)OC2)cc1C
→ -2.5, -12.7
COC(=O)C1CCN(Cc2ccc(OCCCN3CCN(c4ccc([N+](=O)[O-])cc4)CC3)cc2)CC1
→ 6.1, -17.1
